P. falciparum M17LAP – P. falciparum M17LAP inhibitors, primary screen, biochemical, fluorogenic H-Leu-NHMec substrate, 1536-well (AID 1619) | 0.38% of 220,000 active | recombinant M17LAP, H-Leu-NHMec fluorogenic kinetic assay; higher % means a stronger effect | inhibition, % at 30 µM; hits with a dose series show IC50 in µM;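 active means compound inhibiting the enzyme by more than half at any dose during confirmatory dose-response retesting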;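 further: plate controls were full reaction with DMSO carrier for no effect and no enzyme background for full effect; strong numbers were not always called active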
AID2073 – disruptors of CaV2.2 binding to Mint1 – biochemical, HTRF (AID 2073). HTRF protein-protein interaction, Mint1-CaV2.2; higher % means a stronger effect. one-dose inhibition, % at 20 µM; IC50 in µM for titrated hits. 0.19% of 290,000 active; in the data active means inhibition mostly above about 51%, no sharp cut-off; further: some results filed as inactive read as strong as hits
ER stress rescue – protection against thapsigargin-triggered cell killing – 384-well, CSM14.1, ATP luminescence, primary screen (AID 1222). 190,000 tested, under 10 active. CSM14.1 thapsigargin-induced death rescue, ATP luminescence; higher % means a stronger effect. cellular ATP content (survival), % at 20 µM, or EC50 in µM where a hit was titrated;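 active means EC50 below 50 µM in the dose-response confirmation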;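 further: death triggered by thapsigargin at about 15 µM added after 2 h compound pretreatment; cell ATP read after overnight thapsigargin exposure of roughly 18 to 22 hours; normalized against plate controls of thapsigargin alone and 5% DMSO vehicle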
XIAP antagonists – small molecules displacing peptide from XIAP – biochemical, IAP family, fluorescence polarization (AID 1018). displacement, % at 20 µM, or IC50 in µM where a hit was titrated. 0.007% of 200,000 active. XIAP BIR domain, fluorescence polarization peptide displacement; higher % means a stronger effect; in the data active means displacement above about 50%; further: a part of the inactive calls stands beside numbers as strong as those of hits
SIAH1 antagonists – blockers of Siah-1 interaction with plectin peptide – biochemical, fluorescence polarization, rhodamine-plectin, uHTS, primary screen (AID 1817). Siah-1 / rhodamine-plectin peptide fluorescence polarization; higher % means a stronger effect. one-dose displacement, % at 20 µM; IC50 in µM for titrated hits. 0.02% of 290,000 active;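 active means displacement of at least 50% at 20 µM, with a fluorescence ratio check between 0.3 and a set limit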;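 further: plate controls were Siah plus tracer with DMSO for no effect and tracer alone without Siah for full effect; strong numbers were not always called active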
Lipid droplet – hepatic lipid droplet formation modulation | AML12 mouse hepatocytes, oleate lipid droplets, BODIPY imaging | inhibition, % at 6.5 µM | 0.4% of 240,000 active;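 active means lipid droplet intensity inhibited by at least 50%, with more than 500 cells counted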
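material = mouse AML12 hepatocyte cell line, fixed after treatment | also added = 100 µM oleic acid challenge | doses = compound at 6.5 µM only | schedule = overnight exposure | technique = Image-based BODIPY and DAPI two-channel analysis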
LYP phosphatase – inhibitors of LYP phosphatase, biochemical, fluorescence intensity, uHTS (AID 1779) | recombinant LYP phosphatase, fluorescence intensity; higher % means a stronger effect | inhibition, % at 11.5 µM, or IC50 in µM where a hit was titrated | 0.054% of 290,000 active;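 further: plate controls were vehicle with enzyme for no effect and no enzyme for full effect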
HEK293 NOD2/NF-kB – inhibition of NOD2-driven NF-kB reporter – cell-based, luminescence, uHTS, HEK293 (AID 1566) | inhibition, % at 4 µM; hits with a dose series show EC50 in µM | HEK293 NOD2/NF-kB luciferase reporter, luminescence; higher % means a stronger effect | 0.63% of 290,000 active; further: many of its hits are not listed in these tables
P. falciparum M1AAP – P. falciparum M1AAP inhibitors, biochemical, fluorogenic H-Leu-NHMec substrate, 1536-well (AID 1445) | recombinant M1AAP, H-Leu-NHMec fluorogenic kinetic assay; higher % means a stronger effect | 0.42% of 220,000 active | one-dose inhibition, % at 30 µM; IC50 in µM for titrated hits;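 active means primary inhibition above the hit cutoff, then over 50% inhibition at one or more dose response concentrations, cut at about 23% in these data, passing the limit was not always enough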;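 further: plate controls were DMSO full reaction for no effect and no enzyme background for full effect; strong numbers were not always called active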
Lipid droplet cells 6.5 µM – also measured in Lipid droplet; calls as there; cell count; measured here: cell count, cytotoxicity flag;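 cells counted across two imaged fields per well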
* marks the source's active call; other numbers are inactive results; x = not tested or not shown. Unless noted, no stated cut-off is given here; in the data, active means inhibition above about 50%; inactive means the rest. Only part of the results is shown; count on the stated rates, not on these rows.

SMILES	P. falciparum M17LAP	AID2073	ER stress rescue	XIAP antagonists	SIAH1 antagonists	Lipid droplet	Lipid droplet cells 6.5 µM	LYP phosphatase	HEK293 NOD2/NF-kB	P. falciparum M1AAP
CC(Cc1ccccc1)NC(=O)Cc1ccc(N(C)C)cc1 (stereo not drawn)	-11.7%	-3.4%	-1.1%	-8.5%	0.5%	-14.8	611	0.7%	-10.9%	3.3%
Cc1cc(NC(=O)COC(=O)c2c(C)nn(Cc3ccccc3)c2Cl)no1	9.7%	5.3%	0.8%	-12.0%	-3.0%	-21.2	671	0.7%	18.4%	0.7%
COc1cc(OC)c(OC)cc1CNCCc1cccc(F)c1	x	8.1%	x	x	1.5%	x	x	-8.6%	-10.8%	x
O=c1[nH]c(O)c(N=Nc2ccc3c(c2)OCCO3)c(=O)[nH]1	-4.3%	23.2%	-1.3%	-5.1%	-5.8%	9.6	723	-3.0%	11.1%	4.5%
O=C1CN=C(c2ccccc2F)c2cc(Cl)ccc2N1	16.1%	2.0%	-3.0%	-6.2%	0.7%	-2.9	698	-0.6%	2.3%	20.9%
CC(=O)N1CC(=O)Nc2ccc(Cl)cc2C1c1ccc(F)cc1 (stereo not drawn)	9.6%	2.3%	-2.3%	-4.4%	2.4%	x	x	-1.6%	12.0%	-10.5%
CCC(C)n1c(O)c(C=NCc2cccnc2)c(=O)[nH]c1=S (stereo not drawn)	29.1%	15.6%	x	x	-0.2%	9.2	716	2.9%	30.8%	6.1%
C[C@]12CCC(=O)CC1CCC1C2CC[C@]2(C)C(OC(=O)CCC(=O)O)CCC12 (stereo partly drawn)	x	6.5%	x	x	2.0%	1.8	853	-6.6%	17.1%	x
CCc1ccc(N2C(=O)NC(=O)/C(=C/c3cccn3CCOc3ccc(C(C)CC)cc3)C2=O)cc1 (stereo not drawn)	10.6%	9.8%	-2.3%	-3.4%	5.5%	-1.0	667	4.5%	-186.3%	9.7%
CC1=NOC2(C)Nc3ncnn3C(c3ccccc3)C12 (stereo not drawn)	-21.7%	-3.0%	-2.5%	-3.0%	1.2%	3.9	834	-1.6%	-7.7%	-0.1%
Cc1nc2ccccc2c(=O)n1-c1cccc([N+](=O)[O-])c1	x	15.2%	x	x	1.3%	-0.4	765	-3.1%	5.1%	x
COc1ccc(-n2c(O)c(C(C)=NCCc3c[nH]c4ccccc34)c(=O)[nH]c2=O)cc1	-16.0%	-19.7%	x	x	-4.9%	x	x	-3.4%	24.7%	-2.4%
Cc1ccccc1CN1CCN(c2ccc(Cl)cc2)CC1	1.2%	-3.2%	-1.7%	-1.8%	-5.5%	15.3	676	-6.3%	20.1%	4.3%
Cc1[nH]c2ccccc2c1CCNCc1cccnc1	x	3.8%	x	x	1.5%	6.0	730	-8.5%	15.3%	x
CCC(=NC(C)c1ccccc1)c1c(O)[nH]c(=O)[nH]c1=O (stereo not drawn)	18.4%	-3.1%	x	x	-2.6%	-3.7	700	-0.3%	6.2%	2.9%
COc1ccc(CCC(=O)N2C[C@H]3C[C@@H](C2)c2cccc(=O)n2C3)cc1	x	8.9%	x	x	-8.9%	3.8	805	-4.6%	19.2%	x
c1ccc(CCN2CCC(N3CCN(c4ccccc4)CC3)CC2)cc1	2.8%	-2.0%	4.2%	-1.7%	4.2%	x	x	-8.0%	-18.9%	8.6%
CCOC(=O)/C(=N\Nc1ccccc1)N1CC1	14.5%	1.4%	0.5%	-4.4%	-4.4%	1.1	631	-2.6%	8.5%	6.6%
CCc1ccc(C2=NN(CCC(=O)N3CCC4(CC3)OCCO4)C(=O)CC2)cc1	3.2%	-4.8%	-0.9%	-6.5%	4.6%	-0.1	731	-2.4%	11.0%	-4.5%
CNCCCc1ccccc1	-11.2%	10.9%	1.1%	-5.2%	-0.9%	x	x	3.9%	-3.8%	-5.4%

3 entries from above in a different format.
Values run as follows: P. falciparum M17LAP | AID2073 | ER stress rescue | XIAP antagonists | SIAH1 antagonists | Lipid droplet | Lipid droplet cells 6.5 µM | LYP phosphatase | HEK293 NOD2/NF-kB | P. falciparum M1AAP
Cc1nc2ccccc2c(=O)n1-c1cccc([N+](=O)[O-])c1
→ x | 15.2% | x | x | 1.3% | -0.4 | 765 | -3.1% | 5.1% | x
COc1ccc(-n2c(O)c(C(C)=NCCc3c[nH]c4ccccc34)c(=O)[nH]c2=O)cc1
→ -16.0% | -19.7% | x | x | -4.9% | x | x | -3.4% | 24.7% | -2.4%
Cc1ccccc1CN1CCN(c2ccc(Cl)cc2)CC1
→ 1.2% | -3.2% | -1.7% | -1.8% | -5.5% | 15.3 | 676 | -6.3% | 20.1% | 4.3%

Next section
SMILES	P. falciparum M17LAP	AID2073	ER stress rescue	XIAP antagonists	SIAH1 antagonists	Lipid droplet	Lipid droplet cells 6.5 µM	LYP phosphatase	HEK293 NOD2/NF-kB	P. falciparum M1AAP
O=C1NC(=O)N(c2ccc3c(c2)OCO3)C(=O)/C1=C/c1cccs1	8.5%	32.5%	3.5%	-0.7%	-8.4%	22.0	713	0.1%	-7.7%	3.2%
CN1CC(C(=O)c2ccc(Cl)cc2)C(c2ccccc2F)C1 (stereo not drawn)	8.6%	-10.4%	-2.4%	-5.1%	-0.5%	-22.6	645	-4.6%	19.5%	8.2%
CCCC1C(C#N)=C(N)Oc2c1c(=O)oc1ccccc21 (stereo not drawn)	6.2%	8.5%	-0.1%	-4.1%	3.9%	16.3	758	1.3%	14.7%	5.9%
CC(=NCc1ccc2c(c1)OCO2)c1c(O)n(C)c(=O)n(C)c1=O	-5.4%	2.0%	-1.7%	0.3%	6.5%	12.4	715	2.5%	-19.2%	-4.7%
CCOC(=O)C1=C(NC(=S)NC(=O)c2ccccc2)c2ccccc2CC12CCCC2	-13.7%	-5.3%	-0.3%	-6.9%	6.3%	-9.1	699	7.7%	-55.7%	3.9%
CN1CCN(c2ncnc3c2cnn3C)CC1	4.3%	8.4%	x	x	-3.2%	-9.4	664	-12.4%	14.7%	-3.9%
CN(C)C(Cc1ccccc1)C(=O)c1cccs1 (stereo not drawn)	-1.7%	7.0%	-0.9%	-7.0%	2.2%	7.2	665	-1.2%	18.0%	8.4%
Cc1cc(C(=O)CN2CCCC2)c(C)n1-c1ccc(F)cc1	0.8%	-4.5%	x	x	15.2%	6.0	656	-8.0%	4.6%	7.4%
Cc1ccc2c(c1)CC1(CN2C)C(=O)NC(=O)N(CCC2=CCCCC2)C1=O (stereo not drawn)	7.3%	0.7%	-1.0%	-4.0%	0.7%	x	x	-10.5%	2.4%	3.0%
CCCC(C)C1(CC)C(=O)NC(=Nc2ccc(F)cc2)NC1=O (stereo not drawn)	11.8%	-1.3%	-0.8%	-5.1%	-0.1%	22.2	625	1.4%	16.3%	20.0%
Cc1cc(OCC(=O)Nc2c(C)n(C)n(-c3ccccc3)c2=O)c2c3c(c(=O)oc2c1)CCC3	x	-0.8%	-0.5%	-4.9%	1.8%	x	x	-7.0%	-5.7%	x
c1ccc2sc(C3CCNCC3)nc2c1	x	5.9%	x	x	6.4%	-7.7	694	-8.4%	0.3%	x
COC(=O)c1c(C)[nH]c(C(=O)C(Cc2ccccc2)N(C)C)c1C (stereo not drawn)	17.9%	1.6%	-2.7%	0.7%	-5.0%	-17.3	739	-6.1%	-4.7%	7.7%
CC(C)(C)N(NC(=O)c1ccccc1)C(=O)c1ccccc1	1.6%	5.9%	-0.5%	0.6%	7.4%	x	x	-7.2%	12.8%	0.8%
Cc1cccc(CN2CCCC(C(=O)c3ccc4c(c3)OCO4)C2)n1 (stereo not drawn)	5.4%	11.1%	-2.5%	-4.7%	0.4%	-0.2	744	-4.3%	10.0%	6.7%
O=C(CCC(=O)N1CCOc2ccc(Cl)cc21)N1CCC2(CC1)OCCO2	x	-3.4%	x	x	-3.8%	-0.3	738	-10.2%	5.6%	x
COc1ccc(-n2nc(C(=O)NCC(=O)N3CCC4(CC3)OCCO4)c3ccccc3c2=O)c(OC)c1	x	13.4%	x	x	-4.8%	-0.6	784	-8.8%	-29.9%	x
Cc1cc(OC(=O)CCCNC(=O)OC(C)(C)C)c2c3c(c(=O)oc2c1)CCC3	-7.1%	-3.1%	-0.1%	-4.8%	-0.3%	x	x	-2.7%	20.7%	1.0%
O=c1[nH]c(=S)n(Cc2ccc(F)cc2)c(O)c1C=NCC1CCCO1 (stereo not drawn)	-1.2%	-10.5%	-1.0%	-6.8%	3.0%	11.1	827	-8.2%	19.4%	4.8%
COc1ccc(C=C2C(=O)N(C)C(=O)N(C)C2=O)cc1COc1ccc(NC(C)=O)cc1	3.5%	7.2%	x	x	16.2%	17.9	728	-6.8%	5.4%	7.7%
O=C(Cc1ccccc1)OCCN1CCOCC1	7.1%	11.5%	1.5%	5.1%	3.7%	12.8	611	-6.6%	11.3%	7.8%
COc1ccc(C(=O)C(Cc2ccccc2)N(C)C)cc1 (stereo not drawn)	23.5%	0.6%	-2.6%	-7.8%	-7.9%	1.4	703	-3.9%	0.4%	-1.5%
O=C1NC(=O)C(=Cc2cc(Cl)ccc2OCc2ccc(C(=O)O)cc2)C(=O)N1	31.8%	35.0%	0.8%	-5.3%	-10.1%	13.9	693	-3.9%	-9.1%	16.5%
CCOc1cccc(CNC2CN3CCC2CC3)c1 (stereo not drawn)	-6.1%	5.2%	0.2%	-2.5%	1.3%	-1.9	758	-4.7%	-15.2%	5.1%
COC(=O)C(O)(c1c[nH]c2ccccc12)C(F)(F)F (stereo not drawn)	-1.2%	16.3%	1.7%	2.5%	5.2%	x	x	0.8%	-1.0%	0.6%
COc1ccc(NC(=O)[C@@H](NC(=O)N2C[C@H]3C[C@@H](C2)c2cccc(=O)n2C3)C(C)C)cc1	x	-0.7%	x	x	2.8%	-2.7	829	-12.1%	9.7%	x
Cc1ccc(C(O)(C(=O)NNC(=O)CN2CCN(C)CC2)c2ccc(C)cc2)cc1	-0.8%	3.6%	-3.7%	-5.9%	0.4%	4.7	671	-8.7%	5.5%	5.4%
CCCC/C(=N/O)c1c(C)[nH]c2ccccc12	-2.0%	-2.9%	-0.2%	-0.7%	0.8%	-25.6	660	-5.3%	5.8%	0.7%
C[C@H]1CCC[C@H](O)CCCCCc2cc(O)cc(O)c2C(=O)O1	6.9%	4.4%	10.6%	-5.8%	6.6%	x	x	-3.7%	-24.2%	-7.7%
CN1CCC(N(C)c2ccc(C(N)=O)cc2[N+](=O)[O-])CC1	x	3.3%	x	x	4.7%	-5.7	715	-6.5%	1.1%	x
O=C(O)C1C2CCC(O2)C1C(=O)NC1CCCCC1 (stereo not drawn)	4.8%	3.7%	0.6%	3.5%	7.4%	2.6	667	-2.5%	11.2%	-9.6%
Cn1c(=O)cc(SCC(=O)N2CCC3(CC2)OCCO3)c2ccc(Cl)cc21	7.4%	-3.8%	-0.2%	-9.1%	0.3%	13.8	737	-4.4%	8.5%	6.1%
O=C(O)C(O)(c1ccccc1)C1CCCC1 (stereo not drawn)	2.0%	-1.8%	5.9%	-3.8%	5.6%	x	x	-1.2%	5.0%	-8.4%

Assay outcomes as filed in PubChem BioAssay.
